TDP1 block = blocks human tyrosyl-DNA phosphodiesterase 1 | Potency, µM (series often up to 130 µM), inactives show at the top dose activity change, negative = inhibition, usual class: inhibitors | AID 485290 | recombinant TDP1, AlphaScreen DNA substrate cleavage | Q9NUW8 | 350,000 compounds, 0.28% hits; note: nearly all actives have a fitted effect of over 40% in size
Target sequence (Q9NUW8 whole entry, looked up): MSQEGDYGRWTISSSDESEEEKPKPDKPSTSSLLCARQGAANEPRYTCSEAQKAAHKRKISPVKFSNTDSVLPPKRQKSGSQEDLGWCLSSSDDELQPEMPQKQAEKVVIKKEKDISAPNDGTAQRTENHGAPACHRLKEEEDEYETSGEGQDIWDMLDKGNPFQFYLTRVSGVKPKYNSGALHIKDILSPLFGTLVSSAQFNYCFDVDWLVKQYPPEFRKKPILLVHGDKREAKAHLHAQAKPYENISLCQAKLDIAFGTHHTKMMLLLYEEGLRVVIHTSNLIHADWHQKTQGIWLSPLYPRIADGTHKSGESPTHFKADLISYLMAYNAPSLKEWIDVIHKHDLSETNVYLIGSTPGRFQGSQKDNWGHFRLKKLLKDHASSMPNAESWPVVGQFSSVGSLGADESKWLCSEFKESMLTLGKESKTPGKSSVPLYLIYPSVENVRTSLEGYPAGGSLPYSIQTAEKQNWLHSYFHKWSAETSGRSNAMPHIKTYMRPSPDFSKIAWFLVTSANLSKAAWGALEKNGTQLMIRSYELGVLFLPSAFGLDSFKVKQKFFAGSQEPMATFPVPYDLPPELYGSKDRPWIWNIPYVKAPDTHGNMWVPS
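Signal: AlphaScreen proximity between streptavidin donor and anti-FITC acceptor beads on intact substrate. Reaction: Tdp1 1 nM, substrate 15 nM final, 5 min RT after 15 min compound preincubation.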
N370S GC = inhibits or activates N370S mutant glucocerebrosidase; Potency, µM (highest dose often 59.4 µM), inactives show at the top dose activity change, negative = inhibition, usual class: inhibitors; N370S GC spleen homogenate, 4MU-glucoside fluorescence; P04062; 330,000 compounds, 0.092% hits;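 note: 0% = full enzyme activity and -100% = no enzyme basal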
DT40 TDP1 no CPT = qHTS for Inhibitors of human tyrosyl-DNA phosphodiesterase 1 (TDP1): qHTS in cells in absence of CPT | DT40 Tdp1-/- hTDP1 cells, no CPT, ATP luminescence, 48 h | AID 686978, 2013 | Potency, µM (top dose mostly 46.2 µM), inactives show top-dose activity change, negative = growth inhibition, most hits filed as inhibitors | 420,000 compounds, 15% hits; note: nearly all actives have a fitted effect of over 55% in size
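Chicken DT40 Tdp1-/- cells complemented with human TDP1, screened without camptothecin (DMSO vehicle only), 400 cells/well. Compounds pin-transferred, cells incubated at 37 °C for at least 48 hr. Growth read as ATP-dependent luminescence (CellTiter-Glo, 30 min at RT).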
Active calls of the source: *; ? = inconclusive; / = no result given; & = joins results of further samples; [ ] = remark or other dose. Calls come from the whole dose curve; as a rule, active = well fitted curve in the direction sought with a large enough effect; inconclusive = small, poorly fitted or top-dose-only effect, or another doubt; inactive = no such curve, though single readings can be large; an effect the other way counts as inactive or inconclusive. Unless noted, % is set by controls: 0 for no effect and ±100 for the full control effect; potency is the fitted concentration of half-maximal effect. A portion of the library. The share of hits here may be higher or lower than overall.

compound	N370S GC	TDP1 block	DT40 TDP1 no CPT
CCN(CC)CCN(Cc1cc2cc(C)c(C)cc2[nH]c1=O)C(=S)NCc1ccco1	-22%	6%	-20%
O=C(Nc1ccc(F)cc1)c1cccnc1Oc1ccccc1	-14%	/	5%
COc1ccc(CN2CCNC(=O)C2CC(=O)NCc2csc(C(C)C)n2)c(OC)c1 (stereo not given)	-7%	1%	?
C[C@]12c3[nH]c4ccc(Cl)cc4c3CCN1C(=O)[C@@H](CC(=O)NCc1ccco1)C[C@@H]2C(=O)N1CCOCC1	/	1%[56.1 µM]	21µM*
CCOC(=O)C1[C@H]2C(=O)N(CCCOC)C[C@]23C=C[C@H]1O3 (stereo not given in full)	13%	-2%	-4%
COc1cccc(C(C)NC(=O)c2c(F)cccc2Cl)c1 (stereo not given)	23%	2%	-12%
CCCOc1ccc(CNC(=O)c2ccc(C)c(-n3c(C)nc4cccnc43)c2)cc1	/	0%	?
C=C(Cl)COC(=O)C1C2C=CC(C2)C1C(=O)O (stereo not given)	3%	4%	1%
O=C1CCN(C(=O)CSc2ccc(Cl)cc2)N1	0%	0%	-1%
Clc1ccc(OCCCCSc2ncccn2)cc1	27%	-4%	-9%
Cc1ccc(C(=O)OCC(=O)NC2CCCC2)cc1C	-10%	/	-17%
CC(C)(C)c1ccc(C(=O)Nc2cccc(S(=O)(=O)NC3=NCCC3)c2)cc1	/	0%	12µM*
Cc1ccc(NS(=O)(=O)c2cc(C(=O)NCc3ccccn3)ccc2Cl)cc1	8%	2%	-11%
O=C1N[C@@H](Cc2c[nH]c3ccccc23)COC(=O)[C@@H](Cc2ccc(F)cc2)CC/C=C/C[C@@H]1CC(=O)N(CCO)Cc1ccccc1	/	4%	26µM*
CCN(CC)CCNc1ncnc2c1cnn2-c1cc(Cl)ccc1C	/	3%	?
Fc1ccc(Nc2cccc3nccnc23)cc1	-17%	6%	2%
Cc1nnc2c(NC(C)C)nc3ccccc3n12	4%	0%	?
CC(=O)N/N=C\c1cccc(OC/C=C/c2ccccc2)c1	-9%	2%	-7%
CCc1cccc(C)c1NC(=O)CSc1nnc(Cc2csc(C)n2)o1	7%	-5%	-26%
COc1ccc(OCc2nc3ccc(S(=O)(=O)Nc4ccccc4Cl)cc3[nH]2)cc1	5%	6%	?

Two records picked at random from those above, as already listed:
compound	N370S GC	TDP1 block	DT40 TDP1 no CPT
CCCOc1ccc(CNC(=O)c2ccc(C)c(-n3c(C)nc4cccnc43)c2)cc1	/	0%	?
CCN(CC)CCNc1ncnc2c1cnn2-c1cc(Cl)ccc1C	/	3%	?

Further entries.
compound	N370S GC	TDP1 block	DT40 TDP1 no CPT
O=C(CSCC(=O)Nc1ccc2ccccc2c1)NCc1ccccc1	14%	2%	-16%
CCc1ccc(S(=O)(=O)Nc2nnc(N)s2)cc1	0%	/	26%
CCCCCC(=O)Nc1c(-c2ccc(OC)cc2)c(=O)c2ccccc2n1C	-3%	0%	9%
CN(C)c1ccc(Nc2nc(-c3cccnc3)cs2)cc1	-11%	11%	-8%
CCN(CC)C(=O)Cn1cc(C(=O)C(=O)NCc2cccs2)c2ccccc21	2%	0%	-15%
c1cn(CC2(Cn3ccnc3)COC2)cn1	2%	0%	-17%
CSc1ccc(S(=O)(=O)N(C)Cc2ccccc2)cc1	6%	-5%	-14%
CCOc1ccc(/C=N/NC(=O)c2nnn(-c3nonc3N)c2-c2cccs2)cc1	?	0%	6%
COc1cccc(OC)c1C(=O)NNC(=O)c1cccnc1	1%	-2%	4%
Cc1ccc2nc(Nc3ccccc3)c(/C=N/O)c(=O)n2c1	-15%	2%	6.5µM*
O=[N+]([O-])c1cc(-c2nc(-c3ccncc3)no2)cc([N+](=O)[O-])c1	2%	3%	10µM*
COc1cc(OC)c(OC)cc1/C=C/c1nc2cc3ccccc3cc2c(=O)n1-c1ccc(F)cc1F	/	10%	8.2µM*
O=C(O)c1ccc(CSc2nnc(-c3ccco3)o2)cc1	-9%	-3%	12%
Cc1nc2ccc(C(=O)N3CCSCC3)cc2s1	0%	3%	-9%
Cc1c(NC(=O)NCc2ccccc2)c(=O)n(-c2ccccc2)n1C	8%	7%	-7%
CC(C)c1ccc2c(c1)c(SC(C)(C)C)c(CC(C)(C)C(=O)O)n2Cc1ccc(Cl)cc1	0%&8%&8%&-24%&-1%	10%	?
COc1ccc(CCC(=O)NC(C)c2ccccc2)cc1OC (stereo not given)	-13%	/	-5%
CCOc1ccc(CCNC(=O)c2sc3nc4n(c(=O)c3c2C)CCCC4)cc1	/	3%	?
CSc1ccccc1OCc1cc(C(=O)N2CCN(c3ccccc3)CC2C)no1 (stereo not given)	-10%	4%	?
COc1ccc(CCNC(=O)c2ccc(Cn3c(=O)c4ccccc4n(Cc4ccc(F)cc4Cl)c3=O)cc2)cc1OC	/	1%	-23%
Cc1noc(C)c1S(=O)(=O)N1CCCC(C(=O)N2CCc3ccccc3C2)C1 (stereo not given)	-4%	5%	?
C/C(=N\NC(=O)c1ccc(N(C)C)cc1)c1ccc(C)cc1C	16%	9%	?
O=C(COc1ccc(Cl)cc1Cl)Nc1ccc(CN2CCCCC2)cc1	-11%	0%	-30%
COc1cc(OC)c(-c2c3cc(O)c(=O)cc-3oc3cc(O)c(O)cc23)cc1OC	-17%	8%	?
CC(Sc1nc(=O)cc(N)n1CCc1ccccc1)C(=O)Nc1ccc(Cl)cc1 (stereo not given)	/	2%	?
O=C(c1ccc(-c2nc3ccccc3s2)s1)N1CCOCC1	5%	2%	?
COC(OC)c1ccc(C#N)c(SCc2ccccc2)n1	6%	-8%	-13%
CCC/C=C1/CCCOC(C(=O)NCc2ccc(C)o2)(C(F)(F)F)C1 (stereo not given)	-1%	5%&5%	10µM*
CN(Cc1ccccc1)C1CCN(Cc2ccccc2[N+](=O)[O-])CC1	0%	/	-24%
O=C(COc1ccccc1C(=O)NCc1ccncc1)Nc1ccc(Br)cc1	?	0%	-27%
CC(C)Oc1ccc(N2CC(C(=O)Nc3ccccc3C(=O)NC3CC3)CC2=O)cc1 (stereo not given)	2%	-12%	-11%
[O-]/C(=C(\C(=S)Nc1cccc2ccccc12)[n+]1ccccc1)c1ccc(Cl)s1	5%	-2%	18µM*
CCOC(=O)C1(CCCc2ccccc2)CCN(C(=O)CCOC)CC1	0%	/	?
Cc1nc2ccc3nc(NC(=O)c4ccc5c(c4)OCCO5)sc3c2s1	2%	89µM*	3%&-3%
Cc1cc(Cl)ccc1NNC(=O)c1cccs1	9%	9%	-10%
CC1CCCCC1NC(=O)/C(C#N)=C/c1ccc2c(c1)OCCO2 (stereo not given)	?	0%	?
Cc1ccc(Cn2c(N3CCCCCC3)nc3c2c(=O)[nH]c(=O)n3C)cc1	17%	4%	-7%
NC(=O)CC(NC(=O)Cc1cccc2ccccc12)c1ccc(N2CCC(N3CCCC3)CC2)c([N+](=O)[O-])c1 (stereo not given)	-6%	/	19%
COc1ccc(C(C)(C)C)cc1NC(=O)CCNC(=O)c1ccco1	-8%	5%	-19%
Cc1cccc(SCC(=O)Nc2ccc3c(c2)OCCO3)c1	0%	4%	-3%
COc1ccc2c(c1OC)C(=O)O[C@@H]2[C@H]1c2c(cc3c(c2OC)OCO3)CCN1C	-5%&-13%&-12%	5%	-25%
O=C1COc2ccc(S(=O)(=O)NCc3ccccc3)cc2N1	3%	15%	6%
CN(C)c1ccc(NC(=S)NC23CC4CC(CC(C4)C2)C3)cc1	2%	7%	?
COc1cc(C2Nc3ccccc3C(=O)N2Cc2ccco2)ccc1O (stereo not given)	/	4%	?
Cc1cc2occ(CC(=O)N(C)CC(=O)Nc3ccccc3C(F)(F)F)c2cc1C	/	0%[56.1 µM]	-16%
O=C1CCCC(O)=C1N=Nc1ccc(Cl)c(Cl)c1	-13%	-5%	?
O=C(CC1C(=O)NCCN1Cc1cccc(F)c1)NCCCCCN1CCOCC1 (stereo not given)	-2%	4%	-5%
CCOc1cccc(CNCc2cccnc2)c1OCc1ccccc1	-15%	3%	-6%
CC(=O)Oc1ccccc1C(=O)NC(C)CCc1ccccc1 (stereo not given)	-4%	1%	?
CC(=O)N1CCCc2cc(S(=O)(=O)N3CCCCC3)ccc21	/	5%	-21%
Cc1ccc(S(=O)(=O)N2CC(=O)Nc3ccccc32)c(C)c1NS(C)(=O)=O	-12%	/	-1%
CC(C)(C)n1nnnc1C(c1cccs1)N1CCN(Cc2ccc3c(c2)OCO3)CC1 (stereo not given)	-5%	3%	?
COc1ccc(NC(=O)c2ccccc2N(Cc2ccccc2)S(C)(=O)=O)cc1OC	13%	6%	?
COc1cccc(OCc2cc(=O)n3cc(C)sc3n2)c1	/	-4%	?
Cc1cc(Br)cc(Cl)c1OCC(=O)NC(=O)NCc1ccccc1	1%	-1%	-2%
COc1ccc(N=C2SCC(=O)N2CCc2ccc(OC)c(OC)c2)cc1	0%	/	26µM*
COc1cccc(CCNC(=O)C2CCC(=O)N(C3CC3)C2)c1OC (stereo not given)	-1%	/	16%
Cn1nccc1C(=O)Nc1sc2c(c1C(N)=O)CCCC2	3%	2%	?
CC(C)Nc1nc(NC(C)C)nc(NS(=O)(=O)c2ccc(N)cc2)n1	4%	3%	4%
CCCCS(=O)(=O)N1CCCC(C(=O)N2CCOCC2)C1 (stereo not given)	-3%	/	-25%

Remaining list, next part
compound	N370S GC	TDP1 block	DT40 TDP1 no CPT
COc1ccc(C(=O)NC(C)c2nnc(SCC(=O)NC3CCCC3)n2C)cc1 (stereo not given)	-4%	/	-8%
COc1ccc(CCNC(c2ccc(F)cc2)c2nnc(-c3ccccc3Cl)o2)cc1OC (stereo not given)	/	2%	?
CCN(CC(=O)NCc1cccs1)c1ccc(S(=O)(=O)N2CCN(C)CC2)cn1	8%	-3%	-17%
COc1c(OC2OC(C(=O)O)C(O)C(O)C2O)cc(O)c2c(=O)cc(-c3ccccc3)oc12 (stereo not given)	4%	/	6%
NS(=O)(=O)c1ccc(CCNC(=O)c2cc(=O)[nH]c3ccccc23)cc1	-7%	9%	-9%
COCCn1c(=O)c(-c2cc(F)cc(F)c2)nc2cnc(OCc3ccccc3)nc21	23%	/	4%
CCN(CC)C(=O)c1c(-c2ccccc2)c(-c2ccccc2)nn(C)c1=O	/	-2%	-1%
COc1ccc(-c2noc(CCC(=O)N3CCN(c4ccc(Br)cc4)CC3)n2)cc1	/	1%[56.1 µM]	?
CCCN(C(=O)COc1ccc(Cl)cc1Cl)c1c(N)n(Cc2ccccc2)c(=O)[nH]c1=O	5%	-3%	?
NC(=O)CS(=O)(=O)c1nc2ccccc2n1Cc1ccccn1	-6%	-3%	-11%
O=C1CC(c2ccccc2)CC(O)=C1C=NCc1ccccc1Cl (stereo not given)	8%	4%	2.3µM*
CCc1ccccc1NC(=O)C1CCCN(c2cnccn2)C1 (stereo not given)	/	7%	7%
CN(C)c1ccnc(SCc2ccccc2Cl)c1C#N	?	-6%	18%
O=C(NC(=S)NCc1ccc2c(c1)OCO2)c1ccccc1	5%	6%	1%
O=S(=O)([O-])CCC[n+]1ccc(Oc2ccccc2)cc1	4%	-6%	0%
CCCN1CCC(N2CCN(c3ccc([N+](=O)[O-])cc3)CC2)CC1	-11%	/	21µM*
COC(=O)c1ccccc1NC(=O)Cc1nc(-c2ccc(OC)cc2)no1	/	0%	-20%
CC(C)c1ccc(S(=O)(=O)N2CCN(C(=O)c3cc(-c4ccccc4)n[nH]3)CC2)cc1	1%	/	-23%
O=[N+]([O-])c1cc([N+](=O)[O-])c(Oc2cccc(Cl)c2Cl)cc1NN1CCCCC1	-2%	/	?
Cc1ccc(-n2nnc(-c3nsc(NC(=O)c4cccc(Cl)c4)n3)c2C)cc1C	/	3%	3.7µM*
CC(C)Oc1cccc(C(=O)NC(=S)Nc2ccccc2N2CCOCC2)c1	-7%	7%	?
NC(=O)CSc1nc2c(sc(=S)n2-c2ccccc2)c(=O)[nH]1	0%	/	1%

Single records, from the list above. Order of values: N370S GC | TDP1 block | DT40 TDP1 no CPT
Record of O=C(CC1C(=O)NCCN1Cc1cccc(F)c1)NCCCCCN1CCOCC1 (stereo not given) = -2% | 4% | -5%
Record of O=[N+]([O-])c1cc(-c2nc(-c3ccncc3)no2)cc([N+](=O)[O-])c1 = 2% | 3% | 10µM*
Record of CC(Sc1nc(=O)cc(N)n1CCc1ccccc1)C(=O)Nc1ccc(Cl)cc1 (stereo not given) = / | 2% | ?
Record of O=C(c1ccc(-c2nc3ccccc3s2)s1)N1CCOCC1 = 5% | 2% | ?

Compound activity from PubChem BioAssay.
